# Screens deposited in PubChem BioAssay by several laboratories.
# NR2E3 ag-1: inhibitors of NR2E3-RetCOR corepressor binding, primary screen, NR2E3 agonist project, biochemical, TR-FRET, GST-NR2E3, biotin-RetCOR; inhibition of corepressor binding, % at 4.78 µM; Photoreceptor-specific nuclear receptor (Homo sapiens), Q9Y5X4; actives 0.12% (n = 320,000); AID 2300, 2010; 1536-well;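 active = percent inhibition above the cutoff of mean plus 3 SD of all tested compounds, set per screening campaign, cut at about 20% in these data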;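 note: 0% = DMSO wells and 100% = biotin wells as full block of FRET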
# Target sequence (Q9Y5X4 whole entry, looked up): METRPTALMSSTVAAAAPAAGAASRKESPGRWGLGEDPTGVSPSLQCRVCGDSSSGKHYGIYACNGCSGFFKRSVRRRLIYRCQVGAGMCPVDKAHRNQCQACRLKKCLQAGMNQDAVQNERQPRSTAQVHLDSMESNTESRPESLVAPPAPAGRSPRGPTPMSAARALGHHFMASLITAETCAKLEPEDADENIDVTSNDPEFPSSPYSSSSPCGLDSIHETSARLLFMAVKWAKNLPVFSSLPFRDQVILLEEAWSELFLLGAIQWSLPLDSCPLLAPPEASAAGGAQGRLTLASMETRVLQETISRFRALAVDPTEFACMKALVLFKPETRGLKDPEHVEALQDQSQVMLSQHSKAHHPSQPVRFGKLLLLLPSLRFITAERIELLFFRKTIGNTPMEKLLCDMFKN
#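 Test system – NR2E3–RetCOR corepressor complex · Quantity – NR2E3 fusion 1.35 nM · Buffer or medium – Tris pH 7.5 · Incubation – Compound–protein incubation for 5 h at 4 °C · Technique – TR-FRET, Eu(K)-anti-GST donor, streptavidin-D2 acceptor, ex 340, em 617/671 nm · Evaluation – percent inhibition of 671/617 nm emission ratio versus biotin and DMSO controls · Plate – 1536-well format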
# iPSC survival up: enhancers of single-cell hiPSC survival, primary screen, ATPlite luminescence; survival enhancement, % at 20 µM; actives 0.044% (n = 360,000); 100% = ROCK inhibitor wells, 0% = DMSO; in the data active = survival enhancement above about 18%;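 note: cells exposed to compounds for 16 hours before the ATP read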
# Shn3 inh set2: reduction of Shn3 3'UTR firefly luciferase signal, primary screen, Schnurri-3 inhibitor project, cell-based, Clone20 osteoblasts, set 2 | Clone20 osteoblast Shn3 3'UTR firefly luciferase, 24 h | inhibition, % at 12.5 µM | actives 0.52% (n = 360,000) | AID 588674, 2011;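 active = mean inhibition of at least 75% with every replicate also reaching 75%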;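 note: 0% = median of neutral control wells and 100% = pilot-screen positive control compound; some compounds past the cut are filed as inactive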
# TWEAK Fn14 block: inhibitors of TWEAK-Fn14 signaling, primary screen, luciferase reporter cells, uHTS; inhibition, % at 10 µM; actives 2% (n = 360,000); TWEAK-stimulated Fn14 reporter cells, luciferase luminescence, 8 h; in the data active = inhibition above about 50%
# CF NFkB inh: inhibitors of PAF-induced NF-kB signaling, primary screen, cell-based, GFP fluorescence, uHTS | inhibition, % at 5 µM | KKLEB NF-kB-GFP reporter, GFP fluorescence overnight | actives 0.86% (n = 360,000);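 active = at least 50% inhibition at 5 µM, scaled per plate between neutral and stimulator controls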;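 note: PAF is a Pseudomonas aeruginosa culture filtrate used as stimulus; plate controls were PAF-stimulated DMSO wells for no effect and unstimulated DMSO wells for full effect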
# Peg3 promoter: Peg3 promoter-driven luciferase inhibitors, primary screen, cell-based, HeLa, luciferase luminescence; HeLa PEG-Prom luciferase reporter, overnight; inhibition, % at 20 µM; actives 1.7% (n = 360,000);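 active = inhibition of at least 50% at 20 µM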
# NR2E3 ag-2: NR2E3 agonists in two-hybrid cells, primary screen, cell-based, luminescence, CHO-S, Gal4-NCOR/VP16-NR2E3 | Photoreceptor-specific nuclear receptor (Homo sapiens), Q9Y5X4 | luciferase | inhibition of corepressor binding, % at 3.98 µM | actives 0.35% (n = 360,000) | AID 602229, 2012;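 active = inhibition above the mean of all tested compounds plus 3 SD, cut at about 70% in these data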;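 note: 0% = DMSO with NR2E3 transfected cells and 100% = cells lacking NR2E3 construct; higher means lower luciferase signal from less NR2E3 corepressor binding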
# TRPM1 prom inh: inhibitors of MITF-dependent TRPM1 promoter reporter, primary screen, cell-based, SK-MEL-5, single point, luciferase; SK-MEL-5 TRPM1 promoter luciferase, 24 h; inhibition, % at 12.5 µM; actives 0.83% (n = 330,000); AID 488899, 2010;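 active = mean inhibition across replicates of 60% or more, whatever share of single replicates reaches that level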; note: values of inactives mirror those of a sister screen read the other way
# KKLEB tox: cytotoxicity in KKLEB CF airway cells, primary screen, cytotoxicity control for CF NF-kB inhibitor project, cell-based, uHTS, fluorescence assay plates; KKLEB CF airway cells viability, ATPlite luminescence, overnight; active compounds read low; cells stimulated with P. aeruginosa culture filtrate; activity change (cytotoxicity), % at 5 µM; actives 0.36% (n = 360,000); AID 602141, 2011;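 active = corrected activity change at or below -50% at 5 µM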
# HIF-2a inh: HIF-2a reporter inhibitors, primary screen, luminescence, 786-0 RCC cells; 786-0 RCC cells HIF-2a reporter, luciferase luminescence, overnight; inhibition, % at 18.8 µM; actives 0.72% (n = 360,000); AID 624352, 2012;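 active = inhibition of the luminescence signal of 40% or more relative to plate controls, in a single-dose primary screen at 18.75 µM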
# aDG glyco up: activators of alpha-DG glycosylation, primary screen, uHTS, Pro5-aDG cells, AlphaScreen; alpha-DG glycosylation AlphaScreen (IIH6); 0% Pro5, 100% B10-LARGE cell signal; activation, % at 10 µM; actives 0.22% (n = 360,000); AID 624168, 2012;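 active = activation of at least 8% versus controls, or a plate z-score of at least 8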;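 note: Pro5 are CHO cells carrying HIG-tagged alpha-DG that lacks glycosylation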
# Numbers without * were called inactive; / = not tested or not shown. Rows were taken by chance (roughly 4.4% active in at least one column).
SMILES	NR2E3 ag-1	iPSC survival up	Shn3 inh set2	TWEAK Fn14 block	CF NFkB inh	Peg3 promoter	NR2E3 ag-2	TRPM1 prom inh	KKLEB tox	HIF-2a inh	aDG glyco up
Cc1cccc2cc(CN(C(=S)NCC(C)C)C3CCCC3)c(=O)[nH]c12	0	-1.4	19	-24	-6	27	-6	7	0	27	0.5
CCCCNS(=O)(=O)c1ccc2nc(-c3cccnc3)cc(C(=O)NCCCOC)c2c1	-2	-0.3	-6	9	3	17	9	10	0	12	0.0
COc1ccc(OC)c(NC(=S)N2CCc3ccccc3C2)c1	0	-1.6	-5	0	6	-33	5	7	13	-38	0.0
COc1ccc(-c2cc(C(=O)NCCCn3ccnc3)c3ccccc3n2)c(OC)c1	1	0.8	3	-6	-2	5	-7	3	0	4	-0.2
CC(C)c1onc(C(=O)NCc2ccc(Cl)cc2)c1[N+](=O)[O-]	1	-1.0	1	1	-4	11	-14	3	3	0	0.2
CSCCC(NC(=O)c1ccccc1)C(=O)NC1CC1 (stereo not drawn)	2	0.8	-3	13	2	2	-22	6	8	14	0.8
O=C(C1CCC(=O)N(C2CC2)C1)N1CCN(c2ccc(Cl)cc2)CC1 (stereo not drawn)	-2	-0.2	7	6	-1	-16	-13	7	-7	10	0.3
NS(=O)(=O)c1ccc(NC(=O)CN2CCCN(S(=O)(=O)c3ccc(F)cc3)CC2)cc1	0	1.9	2	-12	7	4	-1	-3	-1	0	-0.3
O=C(CSCc1ccc(Cl)cc1Cl)Nc1ccccc1C(=O)Nc1ccc(C(=O)O)cc1	6	-0.1	-8	-10	10	9	15	-7	10	15	-0.1
Nc1nnn(CC(=O)N/N=C/c2cccc3ccccc23)n1	-2	-2.2	9	0	10	5	-26	-2	6	0	0.2
NC(=O)C1(N2CCCCC2)CCN(C(=O)NC23CC4CC(CC(C4)C2)C3)CC1	-2	-0.8	9	3	2	-4	14	8	-6	13	-0.1
COc1cccc(C(=O)Nc2cc3c4c(c2)CC(=O)N4CCC3)c1	-4	-0.1	-26	-51	27	-87	-22	-27	-16	-86	0.1
CCNC(=S)NNC(=O)CCn1cc(C)cn1	1	-1.2	-13	-13	-18	2	21	1	2	17	0.8
CCN(CC)CCNC(=O)C(=O)Nc1cc2c3c(c1)CC(=O)N3CCC2	2	-0.6	0	2	2	9	-3	4	-2	3	0.2
Cc1ccc(Cl)cc1N1CCN(Cc2cc3c(cc2O)CCC3)CC1	-4	-1.1	-2	11	10	17	1	1	-14	10	0.1
C=CCN(c1ccccc1)S(=O)(=O)c1cccc(C(=O)Nc2ccc(N3CCOCC3)cc2)c1	/	-0.1	21	17	20	29	24	13	5	25	0.3
C/C(=N\O)c1ccc2c3c([nH]c2c1)CCCC3	5	0.7	-56	-5	-1	-241	-56	1	6	-206	0.0
COc1ccc(CCNC(=O)[C@H](C)NC(=O)N2CCn3c2nc2ccccc23)cc1OC	-4	-0.4	16	-12	-8	-7	0	8	-1	16	0.0
COc1ccc(-c2cc(C(=O)OC3CCOC3=O)c3ccccc3n2)cc1 (stereo not drawn)	-2	0.2	11	-6	-6	9	-2	-7	9	-8	0.0
Cc1c(Nc2nc3ccccc3nc2NS(=O)(=O)c2ccccc2)c(=O)n(-c2ccccc2)n1C	1	0.0	3	9	6	11	-2	2	-3	1	0.2
COC(=O)c1cc2occc2n1Cc1nc(-c2ccccc2Cl)oc1C	1	1.1	-2	15	13	8	11	/	-16	9	0.1
N#CCSc1nc2c(c(=O)n1Cc1ccccc1)C1(CCCC1)Cc1ccccc1-2	5	0.6	19	13	12	-1	-31	10	-16	13	0.9
CCOc1cc(/C=C2/C(=N)N3C=CSC3=NC2=O)ccc1OCCCOc1ccccc1C	3	0.1	17	-45	25	47	-24	-8	-49	4	0.3
CS(=O)(=O)N1CCc2cc(C(=O)NC3CC3)ccc21	3	-0.6	-13	10	-7	23	-20	7	11	6	-0.8
Cc1ccc(C(=O)N/N=C\c2ccccn2)cn1	2	-0.4	-2	-7	0	-20	-24	-13	16	-26	0.0
COc1cccc(C(=O)NCC(=O)N2CCC(C)CC2)c1	0	7.2	-8	-4	-21	-74	-32	-32	0	-87	0.4
COc1ccc(C(=O)COC(=O)CCCN=C2NS(=O)(=O)c3ccccc32)c(OC)c1	-6	0.2	-4	-21	8	-8	6	-21	0	-39	-0.2
COC(=O)C(CC(C)C)N(Cc1cc(OC)cc(OC)c1)S(=O)(=O)c1ccccc1Br (stereo not drawn)	/	-2.0	31	18	-4	21	-34	5	7	-6	-0.1
O=C(COC(=O)c1cccnc1Cl)c1ccc(OC(F)F)cc1	1	-0.4	17	-5	-6	2	4	-6	5	16	0.0
CCn1c(=O)c2ccccc2n(Cc2ccccc2C)c1=O	5	-0.3	-6	-33	10	17	-22	1	-1	10	-0.1
CC(=O)c1c(C)nc(-c2cccc([N+](=O)[O-])c2)n1O	-1	-0.5	2	8	-2	3	7	-6	11	12	-0.1
COC(=O)c1ccccc1NC(=O)C1CCCO1 (stereo not drawn)	2	1.2	76	8	14	3	-5	2	-19	19	-0.1
O=C(CCn1c(=O)oc2cc(Cl)ccc21)Nc1ccc(N2CCOCC2)cc1	1	-0.6	14	-4	6	19	8	12	10	5	0.0
CC(=O)N1c2c(cc(Br)cc2S(=O)(=O)N2CCOCC2)CC1C (stereo not drawn)	1	14	18	5	9	-1	-7	15	-5	-1	-0.1
CSC1=NCCN1C(=O)Cc1ccc(F)cc1	0	3.3	-15	-5	13	-8	19	0	5	4	0.1
CC(C)c1ccc2[nH]c3c(c2c1)[C@@H]1CCN2C(=O)CCC[C@H](C3)[C@H]12	0	-0.2	4	-30	2	-152	-77	-50	0	-186	0.9
O=C(OCc1nnc(-c2ccccc2)o1)C1CC(=O)N(c2ccccc2)C1 (stereo not drawn)	0	-0.1	-4	12	3	2	-17	4	6	-3	-0.3
O=C(CN1C(=O)COc2ccc(S(=O)(=O)N3CCCC3)cc21)N1CCCC1	3	0.0	-8	-2	3	16	-7	3	6	9	0.1
COc1cccc(-c2ccc(-c3noc(-c4cccs4)n3)c(OC)n2)c1	3	2.6	-22	-16	0	-193	-33	-48	-10	-151	-0.2
CCC(C)N(C(=O)COC(=O)c1[nH]c(C)c(C(C)=O)c1C)C1CCS(=O)(=O)C1 (stereo not drawn)	-2	6.5	-31	9	-3	-6	-4	3	7	19	-0.3
CCOc1ncccc1C(=O)OCC(=O)c1ccc[nH]1	-1	-1.1	-3	-5	2	-11	-6	5	-3	9	-0.1
COC(=O)Cn1nc(-c2ccccc2)c2cc(Cl)ccc21	1	0.9	3	25	-11	13	-23	-5	-1	0	0.1
CCCS(=O)(=O)N1CCCC(C(=O)c2ccccc2OC)C1 (stereo not drawn)	2	0.4	-11	-15	-11	-2	5	9	9	8	0.5
N#Cc1ccc(-c2ccc(Cl)cc2)nc1Oc1ccc(F)cc1	1	1.3	12	-19	9	34	-2	13	-10	18	0.1
O=C(COc1ccc(Nc2ccccc2)cc1)Nc1ccncc1	-1	-0.5	79	27	-10	-14	-5	18	-5	-22	0.3
O=C(NC1=NCCS1)C1CC2CCC1C2 (stereo not drawn)	1	3.7	15	-28	7	9	-12	0	5	4	0.0
O=C1CCCC(=O)C1C(=O)C1CCN(S(=O)(=O)c2ccccc2)CC1	3	4.0	-3	-2	8	12	-12	9	1	13	-0.2
CN(CC(=O)Nc1ccccc1Cl)C(=O)c1cc(-c2cccs2)nn1-c1ccccc1	-1	-0.5	-5	5	10	37	10	-6	2	14	-0.1
COC(=O)[C@H]1C[C@H]2[C@@H]3CC[C@H]4C[C@@H](OC)CC[C@]4(C)[C@H]3CC[C@]2(C)[C@@]2(CCCO2)O1	/	4.1	-8	10	-2	7	-3	-3	-10	1	0.2
O=C(CN1CCC(NC(=O)c2ccccc2F)CC1)NCc1ccc(F)cc1	0	-0.7	-2	18	-17	13	-2	8	-5	13	0.0

# (listing goes on)
SMILES	NR2E3 ag-1	iPSC survival up	Shn3 inh set2	TWEAK Fn14 block	CF NFkB inh	Peg3 promoter	NR2E3 ag-2	TRPM1 prom inh	KKLEB tox	HIF-2a inh	aDG glyco up
CC(C)(C)C(=O)NC(=S)Nc1sc2c(c1C(N)=O)CCC2	2	0.0	-50	27	1	-192	-49	-63	2	-192	0.2
Cc1ccc(C(=O)CSc2nc3ccccc3c(=O)[nH]2)cc1	1	0.6	-16	19	-8	-14	-12	5	7	-62	0.3
O=C(CCNS(=O)(=O)c1ccc2ccccc2c1)NCCOc1ccccc1	/	-0.1	5	-1	9	4	7	12	-1	16	-0.1
Cc1ccc(C(=O)NC2CCN(C(=O)NCc3ccccc3)CC2)cc1	2	-0.8	5	34	-3	11	-22	8	-11	13	0.1
O=C(N/N=C/c1ccc[nH]1)c1ccccc1O	-4	-2.3	-22	27	-14	-73	-29	-35	8	-178	0.1
O=C(O)CCCCCCNS(=O)(=O)c1ccccc1	4	-1.6	5	7	3	-4	7	14	-2	6	0.1
O=c1c(O)c(-c2ccc3c(c2)OCO3)oc2ccccc12	2	-0.8	-4	-19	0	-152	-13	-44	-6	-210	-0.3
O=C1CCCC(=O)N1CCCCCCN1C(=O)CCCC1=O	/	0.4	-3	3	-12	-17	-19	/	-9	-11	0.1
CSCCC1Nc2ccc(S(=O)(=O)N3CCOCC3)cc2NC1=O (stereo not drawn)	/	0.8	-10	-3	6	1	-14	-7	6	18	0.0
O=C(COC(=O)COc1cccc(C(F)(F)F)c1)NC1CCCC1	-2	-0.6	-23	15	0	-1	-7	0	-18	12	0.1
COc1cc(C(=O)OCC(=O)Nc2cc(-c3cc(C)c(C)cc3C)nn2-c2ccccc2)cc(OC)c1OC	4	-0.4	-19	-20	-6	0	-10	13	0	17	-0.4
